Cardiac RTF inh = cardiac RTF calcium desensitization; P19429+P45379; IANBD-labeled cardiac RTF, Ca2+ fluorescence; inhibition, % at 7.15 µM; hit rate 0.12% among 340,000; AID 493244;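 active = inhibition above the mean inhibition of all tested compounds plus 3 SD, cut at about 17% in these data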;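 also: assay run at fixed EC70 calcium of 1.6 mM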
DAGLB inhibitor = diacylglycerol lipase beta (human) inhibition. inhibition, % at 5.17 µM. hit rate 0.059% among 340,000. HEK293T DAGLB membrane lysate, EnzChek fluorogenic substrate; in the data active = inhibition above about 34%;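 also: 0% = enzyme with vehicle and 100% = wells lacking enzyme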
CAL PDZ FP-1 = CAL PDZ (human) peptide binding inhibition. Q9HD26. purified CAL PDZ, TMR-peptide fluorescence polarization, 1 h. inhibition, % at 24.9 µM. hit rate 0.92% among 300,000. AID 602252;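 active = mean inhibition of at least 30% with at least half of replicates also reaching 30%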;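 also: 0% = DMSO neutral control and 100% = excess unlabeled competitor peptide PRC23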
Keap1 Nrf2 FP = inhibitors of human Keap1-Nrf2 protein-protein interaction; Keap1 Kelch-Nrf2 peptide fluorescence polarization, 1536-well; AID 504523; inhibition, % at 9.4 µM; hit rate 0.15% among 340,000; Q14145; in the data active = inhibition above about 12%;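 also: human Keap1 Kelch domain with fluorescein labeled Nrf2 9mer peptide probe; 0% = neutral control wells and 100% = peptide positive control; higher means more block of Keap1 binding to Nrf2 peptide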
NSD2 HMT inh = inhibitors of human histone methyltransferase NSD2; O96028; NSD2 peptide methylation, AlphaScreen, 120 min; inhibition, % at 12.5 µM; hit rate 0.54% among 310,000; AID 743445; in the data active = inhibition above about 50%
DSG3 Ab inh = human desmoglein-3 autoantibody binding inhibition. AID 588358. P32926. DSG3-coupled beads, scFv-anti-DSG3-GFP binding, flow cytometry; active compounds read low. hit rate 0.48% among 310,000. binding (percent of control), % at 10 µM;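 active = binding more than 3 SD below its plate's average and above zero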;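 also: hits lower antibody fragment binding to DSG3; some compounds called inactive have numbers as strong as hits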
Target sequence (P32926 whole entry, looked up, the tested form may be a part): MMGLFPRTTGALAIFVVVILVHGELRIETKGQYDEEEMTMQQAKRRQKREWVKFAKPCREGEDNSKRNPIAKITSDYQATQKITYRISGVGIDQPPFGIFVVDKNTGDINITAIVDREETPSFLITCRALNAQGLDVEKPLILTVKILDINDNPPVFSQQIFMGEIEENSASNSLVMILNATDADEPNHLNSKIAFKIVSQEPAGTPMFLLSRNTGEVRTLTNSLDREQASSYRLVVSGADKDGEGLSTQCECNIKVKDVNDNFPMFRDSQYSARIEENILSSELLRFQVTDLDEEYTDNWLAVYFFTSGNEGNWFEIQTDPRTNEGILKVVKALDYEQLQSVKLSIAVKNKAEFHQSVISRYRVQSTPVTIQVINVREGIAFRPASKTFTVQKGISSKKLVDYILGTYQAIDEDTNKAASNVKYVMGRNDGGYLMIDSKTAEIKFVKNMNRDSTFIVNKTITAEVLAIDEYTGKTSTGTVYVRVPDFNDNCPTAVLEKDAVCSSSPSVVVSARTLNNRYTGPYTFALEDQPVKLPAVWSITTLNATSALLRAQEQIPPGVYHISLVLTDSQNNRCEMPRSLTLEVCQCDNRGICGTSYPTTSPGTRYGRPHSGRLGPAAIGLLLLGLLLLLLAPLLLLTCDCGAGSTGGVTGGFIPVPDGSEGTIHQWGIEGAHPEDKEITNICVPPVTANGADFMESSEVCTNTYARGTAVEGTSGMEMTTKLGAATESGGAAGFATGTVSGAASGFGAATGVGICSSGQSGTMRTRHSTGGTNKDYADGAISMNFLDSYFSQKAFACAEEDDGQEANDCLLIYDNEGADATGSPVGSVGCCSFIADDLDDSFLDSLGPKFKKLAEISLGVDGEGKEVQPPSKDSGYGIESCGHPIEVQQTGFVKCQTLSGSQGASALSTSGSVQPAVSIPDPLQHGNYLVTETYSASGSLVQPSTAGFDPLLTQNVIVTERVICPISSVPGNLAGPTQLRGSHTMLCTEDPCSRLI
Arr AP2 block = human beta-arrestin and AP2 interaction inhibition. FITC-arrestin peptide / GST-AP2 beads, flow cytometry; AP2 beta2 appendage carries R879A mutation. inhibition, % at 10 µM. hit rate 0.31% among 340,000. AID 504490;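 active = inhibition above a set limit, near 3 SD of compounds lacking own fluorescence, cut at about 54% in these data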;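 also: plate controls were DMSO wells for no effect and 5 µM unlabelled arrestin peptide for full effect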
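System: GST-AP2 R879A glutathione beads. Medium: PBS with 0.05% Tween 20 and 0.1% BSA. Also added: FITC-arrestin peptide, 50 nM. Incubation: 12 min plus 1 h, RT. Measured by: high-throughput flow cytometry of beads, ex 488, em 535 nm. Evaluation: percent drop in bead-associated FITC signal.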
V-ATPase pH = regulators of yeast V-ATPase proton transport | S. cerevisiae, pHLuorin cytosolic pH fluorescence | response, % at 10 µM | hit rate 0.37% among 350,000 | AID 504577; in the data active = response mostly above about 7.3%, no sharp cut-off; inactive = mostly below about 5.4%; also: actives read high; inactives centre near 0; some compounds called inactive have numbers as strong as hits; reference of the scale not given here
LANA DNA inh = inhibitors of KSHV LANA C-terminal domain DNA binding. MBP-C-LANA/FAM-LBS DNA binding, fluorescence polarization. inhibition, % at 9 µM. hit rate 0.078% among 340,000. AID 504423;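 active = highest replicate inhibition at or above 60% at 9 µM, even if other replicates fall short; inactive = all replicates below 60% inhibition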;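 also: 0% = neutral control wells and 100% = 4 µM acridine orange control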
CAL PDZ FP-2 = human CAL PDZ-peptide interaction inhibition. inhibition, % at 20 µM. Q9HD26. AID 504414. hit rate 0.02% among 330,000. purified CAL PDZ, TMR-peptide fluorescence polarization, 1 h;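 active = highest replicate inhibition of at least 40%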;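 also: plate controls were DMSO neutral control wells for no effect and unlabeled competitor peptide control wells for full effect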
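Material: tagged CAL PDZ domain; buffer or medium: 25 mM sodium phosphate pH 7.4, 150 mM NaCl, TCEP, IgG, Thesit; compound dosing: single point, 20 µM; schedule: 1 h incubation at room temperature before polarization reading; measured by: FP readout, S and P plane fluorescence; read-out basis: percent inhibition from loss of millipolarization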
Active calls of the source: *. The list is partial. The share of hits here may be higher or lower than overall.

CC1CCCCC1NC(=S)Nc1cccc(S(=O)(=O)N(C)C)c1 (stereo not given) was read as Cardiac RTF inh 0, DAGLB inhibitor -1, CAL PDZ FP-1 -5, Keap1 Nrf2 FP -3, NSD2 HMT inh -1, DSG3 Ab inh 123, Arr AP2 block -39, V-ATPase pH -6, LANA DNA inh -1.8 and CAL PDZ FP-2 -2.0.
For COc1cccc(CNCCc2c[nH]c3ccccc23)c1OCc1ccccc1F the results were Cardiac RTF inh -4, DAGLB inhibitor 0, CAL PDZ FP-1 -5, Keap1 Nrf2 FP -3, DSG3 Ab inh 114, Arr AP2 block 5, V-ATPase pH 2, LANA DNA inh -0.1 and CAL PDZ FP-2 -0.7.
Screening CCOc1ccc(-n2c(SCC(=O)Nc3nccs3)nc3c(c2=O)SCC3)cc1 returned Cardiac RTF inh 2, DAGLB inhibitor 3, Keap1 Nrf2 FP -4, DSG3 Ab inh 90, Arr AP2 block -4, V-ATPase pH -2, LANA DNA inh 4.6 and CAL PDZ FP-2 0.4.
Screening CC(C)(C)c1ccc(OCc2ccc(C(=O)N/N=C/c3ccc(O)c(O)c3)cc2)cc1 returned Cardiac RTF inh -9, DAGLB inhibitor 5, CAL PDZ FP-1 3, Keap1 Nrf2 FP -1, NSD2 HMT inh 22, DSG3 Ab inh 111, Arr AP2 block -5, V-ATPase pH 0, LANA DNA inh 0.4 and CAL PDZ FP-2 -0.1.
O=C(COC(=O)c1ccccc1-n1cnnn1)c1ccc(F)cc1 was read as Cardiac RTF inh 3, DAGLB inhibitor -2, CAL PDZ FP-1 -3, Keap1 Nrf2 FP -2, NSD2 HMT inh 0, DSG3 Ab inh 108, Arr AP2 block -7, V-ATPase pH -4, LANA DNA inh -0.6 and CAL PDZ FP-2 -1.8.
For C[C@@H]1NC(=O)/C(=C\c2ccccc2Br)NC1=O the results were Cardiac RTF inh 2, DAGLB inhibitor 0, CAL PDZ FP-1 -2, Keap1 Nrf2 FP -3, NSD2 HMT inh -1, DSG3 Ab inh 99, Arr AP2 block -12, V-ATPase pH -1, LANA DNA inh -2.8 and CAL PDZ FP-2 0.2.
Screening CNc1nc(Sc2ccc(C)cc2)cc(C(F)(F)F)n1 returned Cardiac RTF inh 2, DAGLB inhibitor -9, CAL PDZ FP-1 -3, Keap1 Nrf2 FP -1, NSD2 HMT inh 22, Arr AP2 block 34, V-ATPase pH -1, LANA DNA inh -0.5 and CAL PDZ FP-2 -0.2.
`CC(=O)N1c2ccccc2C(=O)C1N1CCCCC1` (stereo not given) gave Cardiac RTF inh -17, DAGLB inhibitor 3, CAL PDZ FP-1 0, Keap1 Nrf2 FP -1, NSD2 HMT inh 5, DSG3 Ab inh 109, Arr AP2 block 2, V-ATPase pH -1, LANA DNA inh 3.8 and CAL PDZ FP-2 -0.4.
`COCCN(CC(=O)Nc1cccc(C)c1C)C(=O)c1oc2c(Cl)cccc2c1C` gave Cardiac RTF inh -1, DAGLB inhibitor -11, Keap1 Nrf2 FP -2, NSD2 HMT inh -1, DSG3 Ab inh 101, Arr AP2 block -1, V-ATPase pH 6, LANA DNA inh -1.1 and CAL PDZ FP-2 -0.6.
`Cn1c(/C=C/c2ccc([N+](=O)[O-])o2)nc2ccccc2c1=O` gave Cardiac RTF inh -13, DAGLB inhibitor -4, CAL PDZ FP-1 -7, Keap1 Nrf2 FP 0, NSD2 HMT inh 3, DSG3 Ab inh 97, Arr AP2 block 1, V-ATPase pH 2, LANA DNA inh -2.7 and CAL PDZ FP-2 -1.9.

Random excerpt: 2 records from the list, in no set order.
Screening CNc1nc(Sc2ccc(C)cc2)cc(C(F)(F)F)n1 returned Cardiac RTF inh 2, DAGLB inhibitor -9, CAL PDZ FP-1 -3, Keap1 Nrf2 FP -1, NSD2 HMT inh 22, Arr AP2 block 34, V-ATPase pH -1, LANA DNA inh -0.5 and CAL PDZ FP-2 -0.2.
CC1CCCCC1NC(=S)Nc1cccc(S(=O)(=O)N(C)C)c1 (stereo not given) was read as Cardiac RTF inh 0, DAGLB inhibitor -1, CAL PDZ FP-1 -5, Keap1 Nrf2 FP -3, NSD2 HMT inh -1, DSG3 Ab inh 123, Arr AP2 block -39, V-ATPase pH -6, LANA DNA inh -1.8 and CAL PDZ FP-2 -2.0.

New compounds follow.
O=c1c2ccccc2oc2cc(Br)ccc12 was read as Cardiac RTF inh -4, DAGLB inhibitor -6, CAL PDZ FP-1 89*, Keap1 Nrf2 FP 3, NSD2 HMT inh -2, DSG3 Ab inh 94, Arr AP2 block 2, V-ATPase pH -3, LANA DNA inh -0.7 and CAL PDZ FP-2 -1.0.
`CC(C)n1c(SCC(=O)Nc2nc3c(s2)CCCC3)nc2c1c(=O)n(C)c(=O)n2C` gave Cardiac RTF inh 0, DAGLB inhibitor 2, CAL PDZ FP-1 -3, Keap1 Nrf2 FP -2, NSD2 HMT inh 34, DSG3 Ab inh 106, Arr AP2 block -1, V-ATPase pH 2, LANA DNA inh -0.1 and CAL PDZ FP-2 -3.6.
Screening CCCCNC(=O)c1ccc(S(=O)(=O)c2ccc(Cl)cc2)c(NC(C)=O)c1 returned Cardiac RTF inh -11, DAGLB inhibitor 0, Keap1 Nrf2 FP -6, NSD2 HMT inh 0, DSG3 Ab inh 99, Arr AP2 block 0, V-ATPase pH 4, LANA DNA inh -0.5 and CAL PDZ FP-2 -1.8.
Screening CC(=O)N(CCC(c1ccccc1)c1ccco1)Cc1cccs1 (stereo not given) returned Cardiac RTF inh 4, DAGLB inhibitor -1, CAL PDZ FP-1 -1, Keap1 Nrf2 FP 0, NSD2 HMT inh 1, DSG3 Ab inh 101, Arr AP2 block 6, V-ATPase pH 0, LANA DNA inh -1.5 and CAL PDZ FP-2 -0.5.
Screening COc1ccccc1N1CCN(Cc2nc(-c3ccc(F)cc3)oc2C)CC1 returned Cardiac RTF inh -29, DAGLB inhibitor -1, CAL PDZ FP-1 8, Keap1 Nrf2 FP 3, NSD2 HMT inh 5, DSG3 Ab inh 86, Arr AP2 block 0, V-ATPase pH 1, LANA DNA inh -1.0 and CAL PDZ FP-2 -4.0.
Cc1ccc(NC(=O)Cn2cnc3c(NCc4ccccc4)ncnc32)cc1C was read as Cardiac RTF inh -6, DAGLB inhibitor -3, CAL PDZ FP-1 -5, Keap1 Nrf2 FP -3, DSG3 Ab inh 97, Arr AP2 block 16, V-ATPase pH 1, LANA DNA inh 0.3 and CAL PDZ FP-2 -1.3.
CSc1nc(N(CCO)CCO)c2sc3nc(-c4ccco4)c4c(c3c2n1)CCC4 was read as Cardiac RTF inh 7, DAGLB inhibitor 7, CAL PDZ FP-1 -4, Keap1 Nrf2 FP 7, NSD2 HMT inh 0, Arr AP2 block 21, V-ATPase pH 1, LANA DNA inh 2.0 and CAL PDZ FP-2 4.4.
COc1ccc(OC)c(NC(=O)CCN2CCCC(C)C2)c1 (stereo not given) was read as Cardiac RTF inh 9, DAGLB inhibitor 1, CAL PDZ FP-1 11, Keap1 Nrf2 FP -5, NSD2 HMT inh 4, DSG3 Ab inh 103, Arr AP2 block 5, V-ATPase pH 2, LANA DNA inh -0.8 and CAL PDZ FP-2 -0.7.
`O=C(OC[C@@H]1CCCN2CCCC[C@H]12)c1cc2ccccc2oc1=O` gave Cardiac RTF inh 2, DAGLB inhibitor -2, CAL PDZ FP-1 1, Keap1 Nrf2 FP -5, DSG3 Ab inh 121, Arr AP2 block 23, V-ATPase pH 0, LANA DNA inh 0.5 and CAL PDZ FP-2 -0.6.
O=C(COC(=O)/C=C/c1ccc2c(c1)OCO2)NC1CC1 was read as Cardiac RTF inh -1, DAGLB inhibitor 0, CAL PDZ FP-1 4, Keap1 Nrf2 FP -1, NSD2 HMT inh 1, DSG3 Ab inh 97, Arr AP2 block 13, V-ATPase pH 3, LANA DNA inh 0.0 and CAL PDZ FP-2 0.1.
For CCn1c(SCC(=O)O)nc2sc3c(c2c1=O)CCC3 the results were Cardiac RTF inh 7, DAGLB inhibitor 1, CAL PDZ FP-1 1, Keap1 Nrf2 FP -2, NSD2 HMT inh 30, DSG3 Ab inh 106, Arr AP2 block -8, V-ATPase pH -2, LANA DNA inh 15 and CAL PDZ FP-2 -2.0.
For Cc1ccc([N+](=O)[O-])c(NC2OC(CO)C(O)C2O)c1 (stereo not given) the results were Cardiac RTF inh -2, DAGLB inhibitor 3, CAL PDZ FP-1 7, Keap1 Nrf2 FP 5, NSD2 HMT inh -1, DSG3 Ab inh 121, Arr AP2 block 3, V-ATPase pH 1, LANA DNA inh -0.5 and CAL PDZ FP-2 -2.8.
COc1cccc(C(=O)n2cnnc2N)c1OC was read as Cardiac RTF inh -1, DAGLB inhibitor -1, Keap1 Nrf2 FP -6, NSD2 HMT inh 4, DSG3 Ab inh 100, Arr AP2 block -8, V-ATPase pH 5, LANA DNA inh 0.6 and CAL PDZ FP-2 -2.4.
For CC(C)c1cc(C(=O)Nc2cccnc2)no1 the results were Cardiac RTF inh -10, DAGLB inhibitor 4, Keap1 Nrf2 FP -4, NSD2 HMT inh 1, DSG3 Ab inh 106, Arr AP2 block 1, V-ATPase pH 1, LANA DNA inh 0.1 and CAL PDZ FP-2 0.4.
`CCCCCCCCOC(=O)CCc1c(C)[nH]c(=S)[nH]c1=O` gave Cardiac RTF inh -11, DAGLB inhibitor 3, CAL PDZ FP-1 -3, Keap1 Nrf2 FP 8, NSD2 HMT inh -1, DSG3 Ab inh 11*, Arr AP2 block 1, V-ATPase pH 5, LANA DNA inh 3.0 and CAL PDZ FP-2 1.4.
Cc1cc(C)n2c(SCC(=O)Nc3ncc(C(F)(F)F)cc3Cl)nnc2n1 was read as Cardiac RTF inh -1, DAGLB inhibitor 1, CAL PDZ FP-1 -6, Keap1 Nrf2 FP -6, NSD2 HMT inh -1, DSG3 Ab inh 98, Arr AP2 block -3, V-ATPase pH 2, LANA DNA inh 0.4 and CAL PDZ FP-2 -3.6.
CN=C(Nc1cc(C)nn1-c1ccccc1)c1ccc(F)cc1 was read as Cardiac RTF inh -10, DAGLB inhibitor -1, CAL PDZ FP-1 0, Keap1 Nrf2 FP 1, NSD2 HMT inh 0, DSG3 Ab inh 102, Arr AP2 block 32, V-ATPase pH -1, LANA DNA inh -1.1 and CAL PDZ FP-2 -2.0.
`Cc1ccc(CCNC(=O)C2CCC(=O)N2CCc2ccccc2)cc1` (stereo not given) gave Cardiac RTF inh -7, DAGLB inhibitor 1, CAL PDZ FP-1 2, Keap1 Nrf2 FP 0, NSD2 HMT inh 1, DSG3 Ab inh 116, Arr AP2 block -2, V-ATPase pH 0, LANA DNA inh -0.3 and CAL PDZ FP-2 -0.4.
For CCc1nc2c(cnn2-c2ccc(Cl)cc2)c(=O)n1-c1ccc2c(c1)OCCO2 the results were Cardiac RTF inh -2, DAGLB inhibitor -1, CAL PDZ FP-1 -10, Keap1 Nrf2 FP 0, NSD2 HMT inh 4, DSG3 Ab inh 99, Arr AP2 block 8, V-ATPase pH 0, LANA DNA inh 2.4 and CAL PDZ FP-2 -1.4.

Screens (PubChem BioAssay)
